M1AAP inhibition – P. falciparum M1AAP inhibitors, biochemical, fluorogenic H-Leu-NHMec substrate, 1536-well (AID 1445). Aminopeptidase N (Plasmodium falciparum (isolate 3D7)). 0.42% of 220,000 active. recombinant M1AAP, H-Leu-NHMec fluorogenic kinetic assay; higher % means a stronger effect. one-dose inhibition, % at 30 µM; IC50 in µM for titrated hits;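 active = primary inhibition above the hit cutoff, then over 50% inhibition at one or more dose response concentrations, cut at about 23% in these data, passing the limit was not always enough; inconclusive = conflicting primary data, or primary hits not chosen for dose response; inactive = low primary inhibition, or under 50% at every dose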;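 note: plate controls were DMSO full reaction for no effect and no enzyme background for full effect; strong numbers were not always called active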
human PMI inhibitors – human PMI inhibitors, high substrate, primary screen, biochemical, fluorescence intensity, high mannose 6-phosphate (AID 1220); recombinant PMI enzyme, coupled fluorescence intensity; higher % means a stronger effect; one-dose inhibition, % at 20 µM; IC50 in µM for titrated hits; 0.66% of 190,000 active
P. falciparum M17LAP – P. falciparum M17LAP inhibitors, primary screen, biochemical, fluorogenic H-Leu-NHMec substrate, 1536-well (AID 1619); 0.38% of 220,000 active; Leucine aminopeptidase (Plasmodium falciparum (isolate 3D7)); recombinant M17LAP, H-Leu-NHMec fluorogenic kinetic assay; higher % means a stronger effect; inhibition, % at 30 µM; hits with a dose series show IC50 in µM;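 active = compound inhibiting the enzyme by more than half at any dose during confirmatory dose-response retesting; inconclusive = strong single-dose inhibitors picked by rank but not retested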;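 note: plate controls were full reaction with DMSO carrier for no effect and no enzyme background for full effect; strong numbers were not always called active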
T cell modulator – modulators of CD8 T cell-vesicle binding, primary screen, mouse 2C CD8+ T cells, flow cytometry; calls only at 7 µM; AID 2052, 2009; 2C CD8+ T cell-vesicle binding; hits give low values; 0.068% of 330,000 active;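 active = response, share of CD8 T cells binding vesicles, and their 90th percentile fluorescence all below set limits, cut at about 80% in these data, passing the limit was not always enough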
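Benchmarks: naked versus QL9-loaded vesicles / Assay system: purified 2C TCR transgenic mouse naive CD8+ T cells / Technique: high-throughput flow cytometry with anti-B7-1 and anti-CD8 staining / Timing: Cell–vesicle co-incubation 1.5 h at 37 °C, staining 20 min on ice / Read-out: percent CD8+ FL2 mean versus row control / Probe or stimulus: QL9-loaded Drosophila micro-vesicles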
West Nile antiviral – West Nile virus antiviral activity, cell-based, CPE readout (AID 1621). one-dose CPE inhibition, % at 10 µM; IC50 in µM for titrated hits. 0.02% of 290,000 active. West Nile virus-infected cells, CPE inhibition; higher % means a stronger effect; in the data active = a potency from the dose series; inconclusive = CPE inhibition mostly from about 3.7% at the one dose, without a potency; inactive = the rest, 99 in 100 with CPE inhibition below about 2.2%; note: strong numbers were not always called active
TNAP activation fold – human TNAP enzyme activators, primary screen, biochemical, luminescent, no phosphate acceptor, uHTS (AID 1001); Alkaline phosphatase, tissue-nonspecific isozyme (Homo sapiens); purified TNAP, luminescent activation assay, no phosphate acceptor; higher activation fold means a stronger effect; 0.03% of 200,000 active; one-dose activation fold at 20 µM; EC50 in µM for titrated hits; in the data active = activation fold from about 3, or a potency from the dose series; inactive = the rest, 99 in 100 with activation fold below about 1.6; note: many of its hits are not listed in these tables
UTI89 phage lysis – inhibition of K1F phage lysis, E. coli UTI89, bacterial capsule biogenesis inhibitors, alamar blue (AID 488966); E. coli UTI89 K1F phage lysis, alamar blue, 2 h; higher % means a stronger effect; inhibition, % at 100 µM; hits with a dose series show IC50 in µM; 0.02% of 340,000 active;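 active = phage lysis inhibition, versus mean bacterial control, above a set limit; inconclusive = no clear call, values can overlap the other calls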;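 note: capsule biogenesis inhibitors block K1F phage lysis so surviving cells raise fluorescence; higher fluorescence means more inhibition of phage lysis; actives were called in the ten point dose series up to 300 µM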
RSV antiviral HEp-2 – RSV antiviral activity via CPE protection, HEp-2 cells, primary 10 µM value included (AID 2391) | HEp-2 cells, RSV-induced CPE inhibition; higher % means a stronger effect | CPE inhibition, % at 10 µM; hits with a dose series show IC50 in µM | 0.13% of 310,000 active; in the data active = a potency from the dose series; inconclusive = CPE inhibition mostly from about 23% at the one dose, without a potency; inactive = the rest, 99 in 100 with CPE inhibition below about 21%; note: strong numbers were not always called active
PMI inhibitors – inhibitors of human PMI, primary screen, biochemical, fluorescence intensity, coupled assay (AID 1209); one-dose inhibition, % at 20 µM; IC50 in µM for titrated hits; 0.42% of 190,000 active; purified PMI enzyme, coupled fluorescence intensity; higher % means a stronger effect;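 note: plate controls were DMSO vehicle for no effect and wells lacking substrate for full effect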
T cell modulator vesicle-bound % – further read-out of T cell modulator, marked with its call; double positive events, %; measured here: CD8+ vesicle-bound cell fraction;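 binding gate set so that unloaded-vesicle control wells show 10% double positive cells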
* = called active by the depositor; i = inactive; ? = inconclusive; . = not tested or not shown; [ ] = another dose, or the depositor's remark. Cut-off read from the data, not from the text of the source, unless noted: active = inhibition above about 50%; inactive = the rest.

SMILES	M1AAP inhibition	human PMI inhibitors	P. falciparum M17LAP	T cell modulator	T cell modulator vesicle-bound %	West Nile antiviral	TNAP activation fold	UTI89 phage lysis	RSV antiviral HEp-2	PMI inhibitors
CCOC(=O)c1c(NC(=O)CN2CCCCC2)sc2c1CCN(C(=O)OCC)C2	-6%	14%	5%	i	23	0.2%	1	-0.1%	16%	17%
O=C(/C=C/N1CCN(Cc2ccccc2)CC1)C(F)(F)F	10%	3%	14%	i	24	1.7%	1.1	0.6%	0.9%	-1%
N#CCc1ccc(Oc2ccc([N+](=O)[O-])cn2)cc1	-2%	.	1%	i	42	0.6%	.	0.6%	3.0%	.
O=C(NNC(=S)NC(=O)c1cccs1)c1ccc(O)cc1	.	.	.	i	16	0.6%	.	-0.9%[50 µM]	1.1%	.
COc1ccccc1C1CC(=O)NC(C)=C1C(=O)OC(C)C (stereo not drawn)	0%	-1%	-6%	i	41	-0.1%	1.1	-0.4%	-1.1%	4%
CCOc1ccc(C(c2c(C)[nH][nH]c2=O)c2c(C)[nH][nH]c2=O)cc1OC	3%	44%	26%	i	49	0.3%	0.5	0.7%	-0.2%	26%
CCOC(=O)C1CCN(C(=O)NS(=O)(=O)c2ccc(C)cc2)CC1	-5%	1%	1%	i	51	0.3%	1.1	-0.6%	-2.1%	-3%
Cc1cccc2c1c(N=NC(N)=S)c(O)n2C1OC(CO)C(O)C(O)C1O (stereo not drawn)	.	.	.	i	63	0.0%	.	-0.1%	1.7%	.
CN(C)S(=O)(=O)c1ccc(N2CCCC2)c(C(=O)N2CCN(c3ccc([N+](=O)[O-])cc3)CC2)c1	-1%	11%	-1%	i	34	-1.1%	0.9	0.0%	-0.5%	8%
Cc1cccc(NC(=O)CC(C)S(=O)(=O)c2ccc3c(c2)NC(=O)CO3)c1C (stereo not drawn)	.	.	.	i	17	1.0%	.	0.2%	1.8%	.
O=S(=O)(c1ccc(F)cc1)N1CCN=C1SCc1cccnc1	0%	5%	-2%	i	42	0.6%	1.2	0.0%	0.1%	-2%
CCOC(=O)Nc1ccc(S(=O)(=O)Nn2cnnc2)cc1	-1%	-12%	2%	i	26	0.1%	1.1	-0.3%	1.0%	-8%
O=C(NC(=O)N1CCN(c2ccc(F)cc2)CC1)c1ccccc1	9%	3%	7%	i	19	-0.1%	1.1	0.2%	-0.7%	9%
COc1cc(S(=O)(=O)N(C)C)ccc1Br	4%	5%	12%	i	26	0.2%	1.1	0.1%	-0.6%	12%
CC(=O)c1ccc(-n2nncc2-c2ccc([N+](=O)[O-])cc2)cc1	6%	-7%	4%	i	35	-1.2%	1.1	2.0%	3.0%	-9%
O=C1CSC(c2nn(-c3ccccc3)cc2-c2cc3ccccc3oc2=O)N1Cc1ccco1 (stereo not drawn)	1%	15%	-1%	i	4	-0.5%	1.1	-1.1%	8.9%	23%
CC(C)c1c(C(=O)N/N=C/c2ccc(OCc3ccc(F)cc3)cc2)nnn1-c1nonc1N	.	.	.	i	12	?	.	0.3%	0.8%	.
O=C(Nc1ccc(Cl)c([N+](=O)[O-])c1)ONC1=NCCCCC1	5%	12%	11%	i	32	0.1%	1.1	0.3%	0.6%	2%
CC(=O)Nc1ccc(NS(=O)(=O)c2ccc(C)cc2)c([N+](=O)[O-])c1	10%	7%	42%	i	35	0.3%	1	-0.1%	-1.0%	6%
CN1CCN(c2ccc(NC(=O)c3ccc4c(c3)OCCO4)cc2)CC1	10%	0%	0%	i	39	-0.1%	1	-0.1%	-1.9%	-2%
CC(=O)Nc1ccc(NC(=O)C(C)Sc2nnc(-c3cccs3)o2)cc1 (stereo not drawn)	-1%	.	7%	i	23	0.0%	.	0.2%	0.3%	.
CCc1ccc(CNC(=O)C2CC(=O)N(CCc3ccc(C)cc3)C2)cc1 (stereo not drawn)	-3%	-9%	7%	i	11	-0.8%	1.1	1.7%	0.1%	3%
COc1ccc(C)cc1N(C(=O)c1ccc(F)cc1)c1nc2ccccc2s1	1%	13%	-9%	i	46	-0.2%	1	0.0%[50 µM]	15%	11%
CCN(CC)C(=O)CSc1nnc(-c2ccccc2)n1N	-1%	12%	2%	i	30	-0.6%	1	0.7%	2.7%	0%
CC1CC(C)CN(C(=O)Cn2cc(C=O)c3ccccc32)C1 (stereo not drawn)	22%	-9%	19%	i	26	0.1%	1	-0.2%[50 µM]	1.7%	-13%
CC1(C)Cc2c(sc(NC(=O)c3ccco3)c2C(=O)O)CO1	12%	3%	26%	i	63	0.9%	1.1	0.0%	0.3%	2%
O=C(O)C1CC=CCC1C(=O)NC12CC3CC(CC(C3)C1)C2 (stereo not drawn)	-7%	6%	9%	i	61	0.2%	1.1	1.0%	1.4%	10%
CN1C(=O)c2cccc(N(C)C)c2C1=O	22%	-8%	-6%	i	38	-0.1%	1.1	0.8%	0.8%	-15%
COc1cccc(-c2ccc(NC(=O)C3CCCN(CCCn4nc(C)cc4C)C3)cc2)c1 (stereo not drawn)	.	.	.	i	16	0.6%	.	8.0%	8.5%	.
COc1cc(S(=O)(=O)Nc2c(C)cc(C)cc2C)ccc1Cl	1%	15%	-7%	i	19	-0.9%	1.1	-4.4%	1.1%	22%
CCCn1c(C)cc(/C=C(\C#N)C(=O)O)c1C	?	4%	26%	i	60	0.3%	1.2	0.1%	2.0%	7%
CC(=O)Oc1cc2cccc(OC(C)=O)c(=O)c2c(OC(C)=O)c1OC(C)=O	8%	3%	26%	i	20	-0.4%	1.3	-4.6%	2.0%	4%
Cn1c(OCc2cccnc2)nc2c1c(=O)n(Cc1ccc(Br)cc1)c(=O)n2C	13%	8%	10%	i	30	0.9%	1	0.0%	2.0%	6%
COc1cccc(CC(NC(C)=O)C(=O)NC2CCN(S(=O)(=O)c3ccc(NC(C)=O)cc3)CC2)c1OC (stereo not drawn)	.	.	.	i	44	-0.3%	.	0.0%	-1.3%	.
CC(=O)N1CCC2(CC1)CC(=O)c1cc(Cl)ccc1O2	.	.	.	i	34	0.1%	.	-0.1%	-0.6%	.
N/C(=N\OC(=O)CCC1CCCC1)c1ccc([N+](=O)[O-])cc1	1%	-3%	1%	i	51	-0.4%	1.1	0.9%	5.2%	-4%
CN(CCC#N)C(=O)COC(=O)c1ccc(CNS(=O)(=O)c2ccc(F)c(Cl)c2)cc1	-3%	-2%	-3%	i	12	-0.2%	1	4.7%	1.1%	7%
COc1ccc(C2CCCN2C(=S)Nc2ccccc2C)cc1OC (stereo not drawn)	-2%	5%	0%	i	33	-0.8%	1	0.4%	2.8%	2%
FC(F)Sc1nc2ccccc2[nH]1	-2%	.	-5%	i	55	0.2%	.	0.9%	?	.
CCCn1c(=O)c(/C(N)=N/O)nn(-c2cccc(C(F)(F)F)c2)c1=O	-8%	.	-8%	i	19	-0.3%	.	-0.4%	1.4%	.

In a second layout: entries from further up
CC(=O)N1CCC2(CC1)CC(=O)c1cc(Cl)ccc1O2
  M1AAP inhibition = .
  human PMI inhibitors = .
  P. falciparum M17LAP = .
  T cell modulator = i
  T cell modulator vesicle-bound % = 34
  West Nile antiviral = 0.1%
  TNAP activation fold = .
  UTI89 phage lysis = -0.1%
  RSV antiviral HEp-2 = -0.6%
  PMI inhibitors = .
N/C(=N\OC(=O)CCC1CCCC1)c1ccc([N+](=O)[O-])cc1
  M1AAP inhibition = 1%
  human PMI inhibitors = -3%
  P. falciparum M17LAP = 1%
  T cell modulator = i
  T cell modulator vesicle-bound % = 51
  West Nile antiviral = -0.4%
  TNAP activation fold = 1.1
  UTI89 phage lysis = 0.9%
  RSV antiviral HEp-2 = 5.2%
  PMI inhibitors = -4%

(more compounds)
SMILES	M1AAP inhibition	human PMI inhibitors	P. falciparum M17LAP	T cell modulator	T cell modulator vesicle-bound %	West Nile antiviral	TNAP activation fold	UTI89 phage lysis	RSV antiviral HEp-2	PMI inhibitors
Cc1ccccc1C(=O)NN(C)c1nc2ccccc2nc1C(F)(F)F	-5%	-6%	-1%	i	31	0.1%	1.1	0.6%	2.4%	0%
Cc1ccccc1OCc1nc2ccc(S(=O)(=O)N3CCOCC3)cc2[nH]1	1%	-13%	12%	i	47	-0.6%	1.1	-0.1%	3.7%	34%
CCCCNC(=S)Nc1ccccc1F	-3%	59%*	2%	i	52	-0.2%	0.9	-1.3%	2.4%	44%
O=C(NCc1ccco1)Nc1ccc(Br)cc1Cl	-4%	3%	-2%	i	53	-0.5%	1.1	2.6%	5.1%	9%
CC(c1cccs1)N(C(=O)Nc1ccccc1)C1CCCCC1 (stereo not drawn)	0%	-3%	-4%	i	14	-0.5%	1.1	7.5%	1.6%	-3%
O=S1(=O)C=CC(Nc2cccc(Cl)c2)C1 (stereo not drawn)	6%	12%	-5%	i	24	1.8%	1.1	0.5%	0.5%	6%
CCN(CC)C(=O)CSc1nc2ccccc2c(=O)n1OC(C)C	4%	-5%	-3%	i	61	0.2%	1.1	0.6%	1.3%	-4%
CCOC(=O)c1c(CN2CCN(CCO)CC2)n(C)c2cc(Br)c(OC)cc12	3%	-2%	15%	i	44	?	1.1	3.4%	-2.9%	3%
Cc1c(C(=O)Nc2ccc3c(c2)OCCO3)sc2nc(-c3ccccc3)cn12	13%	3%	-23%	i	40	?	1	3.7%	?	3%
CCOc1ccc(NC(=S)NC2CC3CCC(C2)N3Cc2ccco2)cc1 (stereo not drawn)	2%	1%	-2%	i	30	-0.3%	1.1	-1.4%	-0.7%	-1%
C/C(=N/NC(=O)CNC(=O)COc1ccccc1)c1ccc(Cl)cc1	.	.	.	i	2	-0.6%	.	1.7%	2.1%	.
CCc1c(C)nc(N)c(C#N)c1-c1ccccc1	-6%	.	-2%	i	44	-0.1%	1.2	-0.1%	1.4%	.
O=c1c2ccccc2oc2nc3ccn(Cc4ccncc4)c(=O)c3cc12	4%	6%	-6%	.	.	-0.7%	1	.	.	10%
Cc1ccccc1OCC(=O)N/N=C/c1cn(C)c2ccccc12	0%	.	8%	i	31	-0.1%	.	-1.1%	3.5%	.
COC(=O)c1ccc(/C=N/OCC(=O)NCc2ccc(F)cc2)cc1	4%	-7%	-3%	i	12	0.0%	1.2	0.0%	0.9%	-4%
Cn1c(=O)c(C(=O)CSc2nncs2)c(N)n(Cc2ccccc2)c1=O	6%	2%	-9%	i	10	-0.5%	1.1	2.6%	4.2%	-1%

Compound activity (PubChem BioAssay)

An unsorted share of the library; overall some 1.5% were active at least once.
